TLR9-MyD88 block: blocks human TLR9 binding to MyD88. Q9NR96+Q99836. CHO BLA complementation TLR9-MyD88, CCF4 FRET ratio. inhibition, % at 4.98 µM. 340,000 tested, 0.21% active. AID 504734;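 active = inhibition above the mean over all tested compounds plus 3 SD, cut at about 21% in these data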;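 note: 0% = DMSO only wells and 100% = clavulanate BLA inhibitor control wells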
NOD2-RIPK2 inh: inhibitors of human NOD2-RIPK2 interaction. AID 624267. inhibition, % at 4.98 µM. 360,000 tested, 0.38% active. CHO BLA complementation NOD2-RIPK2, CCF4 ratio. O43353; in the data active = inhibition above about 21%;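 note: 0% = vehicle only and 100% = reference blocker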
ABCB6 inh 2: inhibitors of human ABC transporter ABCB6; Q9NP58; K562-ABCB6 porphyrin accumulation, flow cytometry, 1 h; active compounds read low; fluorescence ratio to DMSO, % at 10 µM; 360,000 tested, 0.19% active; AID 602162;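 active = fluorescence ratio to DMSO below 75%, the collection mean minus 3 SD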;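 note: signal is porphyrin accumulated inside mitochondria; 100% equals median channel fluorescence of DMSO control wells; lower ratio means ABCB6 inhibition with less porphyrin fluorescence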
ABHD5-PLIN5 inh: blocks binding of human ABHD5 to perilipin-5 | Q00G26+Q8WTS1 | Split G. princeps luciferase complementation, luminescence, 4 h | inhibition, % at 4 µM | 360,000 tested, 0.78% active;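 active = inhibition above the mean inhibition across every tested compound plus 3 SD, cut at about 22% in these data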;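 note: 0% = DMSO only wells and the 100% control is not disclosed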
Target sequence (Q00G26 whole entry, looked up): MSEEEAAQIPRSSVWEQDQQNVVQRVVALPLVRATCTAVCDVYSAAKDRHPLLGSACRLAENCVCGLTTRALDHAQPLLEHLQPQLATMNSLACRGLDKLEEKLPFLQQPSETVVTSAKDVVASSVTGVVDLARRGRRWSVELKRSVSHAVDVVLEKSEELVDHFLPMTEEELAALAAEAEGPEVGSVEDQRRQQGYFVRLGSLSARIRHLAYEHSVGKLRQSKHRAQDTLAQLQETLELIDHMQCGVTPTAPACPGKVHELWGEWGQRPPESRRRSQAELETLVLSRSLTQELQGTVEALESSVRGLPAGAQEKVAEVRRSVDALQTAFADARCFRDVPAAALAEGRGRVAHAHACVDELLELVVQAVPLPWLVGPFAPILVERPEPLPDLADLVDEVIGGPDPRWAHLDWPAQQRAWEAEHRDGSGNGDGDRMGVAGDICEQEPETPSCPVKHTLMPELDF
Target sequence (Q8WTS1 whole entry, looked up): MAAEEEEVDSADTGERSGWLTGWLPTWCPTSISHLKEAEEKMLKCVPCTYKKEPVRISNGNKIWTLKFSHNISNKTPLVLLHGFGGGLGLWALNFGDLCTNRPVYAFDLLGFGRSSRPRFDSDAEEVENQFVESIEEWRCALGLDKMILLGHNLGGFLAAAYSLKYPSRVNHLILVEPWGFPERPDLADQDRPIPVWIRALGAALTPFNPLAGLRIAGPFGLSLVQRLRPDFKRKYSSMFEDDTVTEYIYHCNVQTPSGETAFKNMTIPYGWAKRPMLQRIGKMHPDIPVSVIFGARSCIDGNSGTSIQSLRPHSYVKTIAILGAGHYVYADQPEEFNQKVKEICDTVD
NCOA2 inhibitor: human SRC2 (NCOA2) inhibition | Q15596 | HEK293 GAL4-SRC2 luciferase reporter, luminescence | inhibition, % at 9 µM | 370,000 tested, 0.17% active;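 active = inhibition above the mean inhibition of all tested compounds plus 3 SD, set per campaign, cut at about 52% in these data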;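 note: 0% = DMSO treated cells and 100% = cells given Gossypol at 36 µM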
Glyco luc inh: N-linked glycosylation inhibition; D54 ERlucT glycosylation luciferase reporter, 24 h; percent of 100 nM tunicamycin response; reporter increase, % at 12.5 µM; 360,000 tested, 0.23% active;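 active = mean luciferase reporter signal, scaled so untreated is 0 and the glycosylation-blocking control 100, at or above a set limit in every replicate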;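 note: luciferase carries N-glycosylation sites so blocking glycosylation raises the light; 0% = median of neutral control wells and 100% = median of 100 nM tunicamycin wells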
m5-HT2A agonist: activates the mouse 5-HT2A serotonin receptor. P35363. CHO-K1 mHTR2A beta-arrestin complementation, luminescence; percent of 30 µM serotonin response. activation, % at 7.6 µM. 360,000 tested, 0.66% active. AID 624169;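 active = activation above a run cutoff, the mean activation of all tested compounds plus 3 SD, cut at about 14% in these data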;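 note: 0% = plate median of compound wells and 100% = 30 µM serotonin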
MC4R antagonist: antagonists of human melanocortin 4 receptor (MC4R) | P32245 | MC4R-expressing cells, MTII-stimulated cAMP, LANCE TR-FRET | inhibition, % at 6.5 µM | 360,000 tested, 0.48% active | AID 540295;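 active = inhibition above its plate's cutoff, the mean of tested wells on that plate plus 3 SD, cut at about 29% in these data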;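 note: 0% = Melanotan II alone and 100% = Melanotan II plus saturating MCL0020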
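Assay system: U2OS-MC4R stable cell line; Also added: Melanotan II; Technique: Eu-cAMP/anti-cAMP TR-FRET, emission 671 nm; Times: 30-min compound, 1-h challenge, 1-h detection, room temperature.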
MC4R ag barr: human MC4R agonism via beta-arrestin. 360,000 tested, 0.98% active. activation, % at 8.9 µM. U2OS MC4R beta-arrestin complementation, luminescence; percent of melanotan II response, DMSO zero;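 active = activation above a per-plate cutoff, the mean activation of sample wells on that plate plus 3 SD, cut at about 8% in these data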
H9c2 protect: protects H9c2 cardiomyocytes from peroxide injury. H2O2 injury protection, ATPLite, 2 h. protection from H2O2 cell death, % at 20 µM. 360,000 tested, 0.63% active;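 active = compounds giving at least 50% protection of heart cells from peroxide-induced death in the single-dose screen, raw or plate-pattern-corrected value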;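 note: 0% = DMSO wells with peroxide and 100% = DMSO wells without peroxide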
An asterisk follows results filed as active; . = not tested or not shown. An excerpt; the hit share may differ from the screen's.

Molecule	TLR9-MyD88 block	NOD2-RIPK2 inh	ABCB6 inh 2	ABHD5-PLIN5 inh	NCOA2 inhibitor	Glyco luc inh	m5-HT2A agonist	MC4R antagonist	MC4R ag barr	H9c2 protect
CC(=O)Nc1ccc(NC(=O)C2CCC(CNS(=O)(=O)c3cccc4nsnc34)CC2)cc1 (configuration not stated)	-5.8	-1.6	94.0	5.4	-24.4	-0.5	8.0	8.4	-3.7	16.3
O=C(c1cccc(S(=O)(=O)N2CCN(c3ccccc3)CC2)c1)N1CCN(c2ccccc2O)CC1	1.6	-3.3	97.0	-4.0	13.5	-3.1	-3.9	11.1	0.5	-1.7
CC(=O)c1cccc(NC(=O)Cc2cccs2)c1	6.5	-4.0	93.0	-3.0	-0.2	0.3	-5.0	13.2	-1.4	-1.3
Cn1c(SCC(=O)Nc2ccc(N3CCOCC3)cc2)nnc1C1CC1	-9.2	0.9	101.0	6.6	-34.4	2.4	-2.2	2.2	-2.8	3.1
CCOc1ccccc1C(=O)N1CCN(c2cccc(Cl)c2)CC1	-4.9	8.4	106.0	6.4	15.0	9.4	-6.0	-18.7	-1.6	-2.5
CC(=O)Nc1ccc(S(=O)(=O)N2CCSC2c2ccc(Cl)cc2)cc1 (configuration not stated)	5.3	0.2	96.0	4.8	23.9	-0.4	-0.4	7.3	-0.9	-5.1
NC(=O)C1CCN(C(=O)COc2ccc3ccccc3c2)CC1	-6.1	-3.1	91.0	-5.5	-15.2	2.7	2.1	-1.5	-1.7	-3.1
CCOc1ccc(NC(=O)CSc2nccn2C)cc1	-13.1	-4.1	96.0	3.7	-25.9	-1.4	2.4	-2.0	-0.1	1.9
NC(=O)c1ccc(-c2nnn(CC(=O)N(C3CCCC3)C3CCS(=O)(=O)C3)n2)cc1 (configuration not stated)	0.2	-10.3	100.0	9.2	5.0	1.4	1.1	2.5	-1.4	10.0
COc1ccc2c(c1)cc(C(=O)N[C@@H](CCSC)C(=O)N1CCC[C@H]1C(=O)O)n2C	-4.8	-0.9	98.0	8.3	13.4	0.8	2.4	14.3	-1.1	1.4
Cc1noc(C)c1COc1cccc(C(=O)OCC(=O)N2CC(=O)Nc3ccccc32)c1	0.7	1.1	95.0	4.0	-15.0	12.3	-5.6	-19.6	-2.2	12.0
CN(CCc1ccccn1)C(=O)Nc1ccc(F)cc1	-4.2	-7.4	94.0	1.2	-22.7	-1.3	3.5	4.3	1.9	-1.1
Cc1ccc(C2OCC(C)([N+](=O)[O-])CO2)cc1 (configuration not stated)	-4.4	9.5	93.0	1.1	-13.0	-0.3	4.3	0.6	-1.6	-4.3
O=S(=O)(NN1CCOCC1)c1cc(Cl)cc(Cl)c1O	2.1	-3.1	100.0	-35.9	-2.3	0.8	-0.6	0.6	-1.9	2.3
COc1ccc(NC(=O)CSc2ccccc2)cn1	2.4	-9.4	93.0	6.3	-33.9	-0.3	-0.6	2.2	-1.4	1.9
Cc1nn(-c2ccccc2)c(C)c1/C=C/C(=O)OCC(=O)Nc1ccc(C(N)=O)cc1	4.3	3.6	88.0	10.2	12.6	-1.9	1.5	1.3	4.1	-4.6
COC(=O)N1CCCCC1c1cc(C(=O)N2CCOCC2)no1 (configuration not stated)	.	0.1	96.0	-3.1	-19.1	1.0	1.8	7.5	1.2	-3.1
Cc1cc2c(c(SCC(=O)N(C)c3ccccc3)n1)C(=O)OC2	9.3	3.0	88.0	-2.6	-13.4	0.6	-1.4	-2.4	-2.6	3.7
O=C(CSCCOc1ccccc1)NCc1ccncc1	-2.7	-5.2	93.0	1.3	8.2	-1.3	-3.8	1.6	2.0	-2.2
OC(c1ccccc1)c1ncc(-c2cccc(C(F)(F)F)c2)[nH]1 (configuration not stated)	.	-6.8	99.0	-10.8	-5.5	0.1	-8.1	-12.4	-1.6	-16.4
CC(C)Cn1nc(NC(=O)C(C)(C)C)c2cc3ccccc3nc21	9.1	4.8	98.0	-3.9	2.8	0.0	2.5	-2.2	-0.1	10.1
COc1ccc(C(=O)COC(=O)c2cc(S(=O)(=O)N3CCCCC3)ccc2N2CCOCC2)c(OC)c1	-4.3	2.3	93.0	5.5	-21.5	2.7	-0.3	5.5	1.4	2.6
c1ccc(-c2csc3ncnc(N4CCOCC4)c23)cc1	2.8	-2.4	98.0	1.3	-36.2	-4.3	-0.7	1.5	-1.1	-2.1
COCc1cc(C)nc2sc3c(=O)n(-c4cccc5ccccc45)nnc3c12	-1.7	-3.6	99.0	-0.1	13.7	-1.0	1.1	0.5	-0.9	5.1
O=C1OCCC1=COCCCCCCOC=C1CCOC1=O	0.3	2.4	97.0	0.0	-32.5	3.1	1.6	10.4	-2.0	2.0
N#CC1=C(N)Oc2ccc3ccc(O)cc3c2C1c1cccnc1 (configuration not stated)	0.6	-5.2	101.0	8.2	-19.7	-0.7	0.3	-7.0	-1.4	-4.4
CSc1cccc(NC(=S)N2CCCN(Cc3ccccc3F)C2)c1	-3.1	-10.6	98.0	3.0	-2.6	0.8	-6.7	18.8	0.0	0.9
Cc1c(NC(=O)CN2CCN(c3ccc([N+](=O)[O-])cc3)CC2)c(=O)n(-c2ccccc2)n1C	3.8	0.1	96.0	-0.3	-7.7	-2.7	0.6	8.8	-5.5	7.0
O=C(O)c1cc(-c2ccccc2)nc(-c2ccccc2)c1	7.3	-6.6	98.0	-6.4	7.8	-0.3	-3.5	13.8	-1.1	6.1
COc1cc2ccc(C(=O)O)cc2cc1OC	-0.2	-0.4	99.0	-7.6	-18.8	0.3	2.5	7.3	-1.2	0.9
CCCOc1ccc(F)cc1-c1cc(C(=O)NCc2ccccc2)[nH]n1	.	-3.9	82.0	-10.4	-30.7	-1.6	-7.4	2.5	1.4	-5.1
O=C(NCc1cccc(C(F)(F)F)c1)C1CCN(c2ncccn2)CC1	-9.2	-1.5	80.0	-1.4	-7.3	0.7	-1.7	-4.8	-3.0	0.3
C/C=C/C=C/C(=O)OC(C)C(=O)Nc1cc([N+](=O)[O-])ccc1OC (configuration not stated)	-9.8	-7.6	98.0	-1.1	14.9	-3.7	6.1	4.3	-1.9	-8.2
O=C(CCn1c(=O)oc2ccccc21)NCc1cccs1	-2.6	-6.3	96.0	0.6	-9.2	1.8	4.4	3.4	-0.4	1.8
Cc1ccc(N2CC(NC(=O)C(=O)c3c(C)[nH]c4ccccc34)CC2=O)cc1C (configuration not stated)	-7.7	1.3	96.0	-18.7	-6.2	1.4	2.1	-3.4	0.5	4.2
Cc1cc(C)cc(C(=O)NCCC(=O)N2CCC3(CC2)NCCc2[nH]cnc23)c1	-12.0	-16.4	99.0	0.8	-6.2	1.9	-2.0	9.7	1.4	-2.0
COc1ccc(/C=N\NS(=O)(=O)c2ccc(Br)cc2)cc1COc1ccccc1[N+](=O)[O-]	-2.2	7.2	103.0	2.5	9.8	0.4	8.3	8.6	1.8	-1.9
CCOc1ccccc1C1N=C(c2ccc(OC)cc2)CC(c2ccccc2O)N1 (configuration not stated)	10.3	12.4	95.0	25.2*	-21.4	7.1	-0.7	-3.9	-3.4	-12.5
Cc1ccc(-n2[nH]c(C)c(/C=N/c3cccc(C)n3)c2=O)cc1	0.2	-1.2	101.0	-2.0	-24.9	1.0	-0.7	9.3	-0.2	-1.3
Cc1nn(-c2ccccc2)c(C)c1Cc1ccc(O)cc1	-1.3	-3.6	99.0	2.1	-24.7	-2.4	1.8	-4.8	-1.0	-17.0
COc1ccc(NC(=O)CN(C)C(=O)c2ccc(OCc3ccccc3)c(OC)c2)cc1	2.9	-6.7	101.0	-8.6	15.0	1.2	-2.9	-2.4	-3.2	-11.9
CCO[C@@H]1OC(C(=O)N2CCN(Cc3ccc4c(c3)OCO4)CC2)=C[C@H](c2coc3ccccc3c2=O)[C@H]1CCCO	7.3	4.2	89.0	-1.4	18.5	-1.8	0.5	4.2	-1.8	1.6
COc1ccc(-c2csc(NC(=O)c3ccccc3F)n2)cc1	0.3	4.0	98.0	3.8	-9.7	-0.5	-6.5	4.8	0.7	0.8
COCCn1c(CN2CCC(Cc3ccccc3)CC2)nc2c1c(=O)n(C)c(=O)n2C	-7.4	-8.4	99.0	1.1	-19.6	-2.0	1.1	1.1	-2.0	-27.9
CCc1ccc(NC(=O)c2cccc(C(=O)Nc3ccc(CC)cc3)n2)cc1	3.4	-6.1	99.0	-7.2	3.4	-5.0	1.0	7.0	3.6	-4.5
COc1ccc(-c2ccc(C(=O)NCc3ccco3)c3occc23)c(C)c1	.	6.6	98.0	-0.6	-30.7	-5.8	-10.7	16.0	-1.6	-14.6
COc1cc(C)cc(C(=O)C=Cc2ccccc2)c1O	1.7	4.4	96.0	64.1*	12.1	31.3*	-2.5	1.0	-2.9	15.7
CN1CCN(CCNC(=O)c2ccc3nc(-c4ccc(F)cc4)c(-c4ccc(F)cc4)nc3c2)CC1	7.0	9.3	98.0	8.0	9.3	1.2	2.5	5.4	-3.0	-9.3
O=C(OCCN1CCCCC1)c1cc2ccccc2o1	4.7	1.6	87.0	-4.3	-7.5	0.1	-0.9	8.2	1.0	0.9

Screens from PubChem.
